Bioassay records: PubChem, ICCB-Longwood Screening Facility, Harvard Medical School
Polio RdRp inh = poliovirus RNA polymerase inhibition | poliovirus polymerase elongation, fluorescence polarization; stronger effect = lower value | % elongation, % (compound at 16.7 µg/mL) | actives 0.66% (n = 150,000) | AID 588519; in the data active = % elongation below about 90%; note: some results filed as inactive read as strong as hits
Target sequence (P03300 1749-2209 limits assumed): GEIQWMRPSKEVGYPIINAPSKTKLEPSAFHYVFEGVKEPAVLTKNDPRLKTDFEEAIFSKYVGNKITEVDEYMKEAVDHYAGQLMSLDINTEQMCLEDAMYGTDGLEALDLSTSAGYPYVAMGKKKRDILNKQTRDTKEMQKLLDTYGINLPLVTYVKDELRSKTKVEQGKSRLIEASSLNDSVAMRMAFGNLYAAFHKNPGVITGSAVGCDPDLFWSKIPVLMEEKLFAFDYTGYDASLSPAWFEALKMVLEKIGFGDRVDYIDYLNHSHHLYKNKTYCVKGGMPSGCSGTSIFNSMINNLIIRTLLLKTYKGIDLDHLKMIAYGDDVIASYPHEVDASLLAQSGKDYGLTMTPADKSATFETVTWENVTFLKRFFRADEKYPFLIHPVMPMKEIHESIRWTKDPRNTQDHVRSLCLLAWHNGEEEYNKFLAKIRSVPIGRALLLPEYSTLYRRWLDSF
Polio RdRp inh FP z-score = further read-out of Polio RdRp inh, marked with its call; z-score; measured here: FP z-score; hits read low
The depositor's hits bear a star; & = joins results of further samples. Not all compounds are listed. The share of hits here may be higher or lower than overall.

SMILES	Polio RdRp inh	Polio RdRp inh FP z-score
Cc1cc2c(cc1C)C(=O)C(c1ccccc1)=C(NCc1ccccc1)C2=O	103.0	0.3
O=C(O)CC(NC(=O)c1ccccc1Cl)c1ccccc1 (stereo unspecified)	104.0	0.1
CC(NC(=O)c1ccco1)C(=O)N1CCc2ccccc2C1 (stereo unspecified)	106.0	0.5
COC(=O)CN1c2ccccc2NC2=C(C(=O)CC(C)(C)C2)C1c1ccc(OC)cc1 (stereo unspecified)	104.0	0.6
CC(C)c1cnc2c(c1SCC(=O)c1ccccc1)c(=O)n(C)c(=O)n2C	109.0	0.2
COc1ccc(CNC(=O)CCC2N=C3c4ccccc4N=C(SCC(=O)Nc4cc(C)[nH]n4)N3C2=O)cc1 (stereo unspecified)	98.0	-1
CC1S/C(=N\N=C2\CCCc3ccccc32)NC1=O (stereo unspecified)	101.0	-0.2
COc1ccc2[nH]c3c(=O)n(N)c(=S)[nH]c3c2c1	102.0	0.1

(next part)
SMILES	Polio RdRp inh	Polio RdRp inh FP z-score
CCOc1ccc(CC(C(=O)NN)C(=O)NN)cc1CN(C)C	102.0	0.1
CSc1ccc(Cl)c(C(=O)OCC(=O)N2CCC(C)CC2)c1	98.0	-1.8
COc1ccc(-c2nnc(SCC(=O)N3CCCCC3)o2)cc1	109.0	0.9
Nc1cc(=O)nc(SCC(=O)Nc2ccc(Cl)cn2)n1-c1ccccc1	100.0	-0.4
O=C(Nc1ccnn1C1CCCC1)c1cccnc1Oc1ccccc1	96.0	-1.2
CCc1ccc(-n2c(N3CCN(c4cccc(Cl)c4)CC3)nc3ccccc3c2=O)cc1	109.0	0.9
N#Cc1ccc(COc2ccc(-n3cnnn3)cc2)cc1	101.0	-0.3
CCn1c(O)c(C=Nc2ccc(Cl)c(C(=O)O)c2)c(=O)[nH]c1=O	101.0	0

Next part:
SMILES	Polio RdRp inh	Polio RdRp inh FP z-score
CC(Oc1ccccc1)c1nc(-c2cccc(Br)c2)no1 (stereo unspecified)	101.0	-0.4
CCOc1ccc(S(=O)(=O)N(CC(=O)NCCc2ccc(OC)cc2)c2ccccc2)cc1	104.0	-0.1
C=CCOc1ccc2c3c(c(=O)oc2c1)CCC3	101.0	-0.2
Cc1ccc(S(=O)(=O)/C(C#N)=C/Nc2cc(C(F)(F)F)cc(C(F)(F)F)c2)cc1	108.0	0.8
S=C(NCCCn1ccnc1)Nc1ccccc1	23.0*	-6*
C[n+]1c2cc(N)ccc2cc2ccc(N)cc21	65.0	-7.7
CCOC(=O)C1=C(CN2CCC(C(=O)OCC)CC2)NC(=O)NC1c1ccc(Cl)cc1 (stereo unspecified)	108.0	0
O=c1c(-c2nc(-c3ccc(C(F)(F)F)cc3)no2)cnc2n1CCS2	102.0	-0.1

The list continues.
SMILES	Polio RdRp inh	Polio RdRp inh FP z-score
NNC(=O)c1ccc(/C=N\O)nc1	102.0	0
CC(C)(C)OC(=O)CSc1nnc(-c2nn(Cc3ccccc3)c(=O)c3ccccc23)o1	96.0	-0.8
Cc1cccc(NC(=O)c2ccc(-n3c(C)nnc3C)cc2)c1	112.0	1.1
CC(OC(=O)c1ccco1)C(=O)Nc1nc(-c2ccccc2)cs1 (stereo unspecified)	102.0	0
Cc1nnc(SC(C)C(=O)c2ccc(Br)cc2)n1C (stereo unspecified)	95.0	-1.1
O=c1c2c3c(sc2[nH]c(=S)n1Cc1ccccc1)CCCCC3	98.0	-0.5
COc1ccc(CCC(=O)NC2CC(=O)N(c3ccccc3)C2)cc1 (stereo unspecified)	118.0	2.5
CC(C)(C)OC(=O)N1CCC(c2c(C(=O)NCc3cccs3)cnn2-c2cccc(F)c2)CC1	107.0	0.3

Additional entries follow.
SMILES	Polio RdRp inh	Polio RdRp inh FP z-score
CCc1ccccc1NC(=O)Cn1cc(C(=O)c2ccc(Cl)cc2)c(=O)c2ccc(C)nc21	105.0	-0.7
COCc1cc(C)nc2sc3c(c12)NC(c1ccccc1)NC3=O (stereo unspecified)	103.0	0
O=C(NCc1ccccc1)C1Cc2ccccc2CN1C(=O)c1ccco1 (stereo unspecified)	99.0	-0.4
CC1CN(C(=O)NC23CC4CC(CC(C4)C2)C3)CC(C)O1 (stereo unspecified)	99.0	-0.6
Cc1ccc2nc(-c3ccc(NC(=O)CC4SC(=NCc5ccco5)NC4=O)cc3)sc2c1 (stereo unspecified)	104.0	0.2
COc1ccc(N2Cc3cccc(C(=O)Nc4ccc(C(C)C)cc4)c3C2=O)cc1	106.0	-0.5
CCC(=O)Nc1ccc2c(c1)nc1n2CCN(C2CCCCC2)C1	101.0	-0.4
CCCCCc1ccc(-c2nc(CCCC)no2)cc1	103.0	0.4

(more compounds)
SMILES	Polio RdRp inh	Polio RdRp inh FP z-score
N#CCn1nnc2ccccc21	98.0	-0.9
Cc1cn2c(=O)cc(COC(=O)c3ccc(NC(=O)COc4ccccc4F)cc3)nc2s1	114.0	1.9
CN(CCC#N)C(=O)C1CCC(CNS(=O)(=O)c2ccccc2)CC1 (stereo unspecified)	99.0	-1.7
CCN(CC)c1ncccc1C(=O)N1CCCC1	105.0	1.1
CCC1(CC)C(=O)C(C)(C)C(=O)OC1c1cccs1 (stereo unspecified)	100.0	-0.4
COc1ccc(CCNC(=O)c2coc3ccccc3c2=O)cc1	104.0	0.8
O/N=C1\COc2ccccc2O1	103.0	0.3
Cc1ccc(S(=O)(=O)N(C)c2ccc(OCC(=O)OCc3nnc(-c4ccccc4)o3)cc2)cc1	96.0	-1.2

(listing goes on)
SMILES	Polio RdRp inh	Polio RdRp inh FP z-score
CCCOc1cccc(C(=O)NC(C)c2ccncc2)c1 (stereo unspecified)	102.0	0.1
COc1ccc(CNC(=O)c2cccc(NC(=O)N3CCSc4ncccc43)c2)cc1	103.0	-0.5
CCc1cc2c(NC3CCCC3)ncnc2s1	105.0	0.1
O=C(NCC1CCN(CCc2ccc(F)cc2)CC1)Nc1ccc2c(c1)OCO2	99.0	-0.2
COc1ccc(NC(=O)c2ccc3c(=O)n4nc(Nc5ccccc5C)sc4nc3c2)cc1	105.0	0.5
CC(O)CNC1CCC2CCCCC2C1 (stereo unspecified)	104.0	0.3
CCOC(=O)c1sc(S(C)=O)c2c1CCc1conc1-2 (stereo unspecified)	103.0	0.3
CO/C(N)=N/C(=S)Nc1ccc(F)cc1F	100.0	-0.3

(cont.)
SMILES	Polio RdRp inh	Polio RdRp inh FP z-score
O=C(c1cccc(Cl)c1)N1CCCC1	103.0	0.2
CCCn1c2ccccc2c2nnc(SCCN3CCCCC3)nc21	102.0	0
COc1cccc(NC(=S)Nc2ccc(N(C)C)cc2)c1	101.0	0.3
CCCCn1c(=N)c(C(N)=O)cc2c(=O)n3ccccc3nc21	96.0	-2.1
COc1nc(C#N)nc(N2CCCCC2)n1	91.0	-1.2
NC(=O)c1oc2ccccc2c1NC(=O)COc1ccccc1	100.0	-0.4
O=C(c1cccs1)c1coc2ccc(O)cc12	106.0	0.4
Cc1cc(O)c(C(=O)Nc2ccc(Cl)c(Cl)c2)c(=O)n1CC1CCCO1 (stereo unspecified)	100.0	-1.1

The list goes on:
SMILES	Polio RdRp inh	Polio RdRp inh FP z-score
CCc1cccc(NC(=S)N(CCOC)C(C)c2cccs2)c1 (stereo unspecified)	103.0	0.6
Cn1nc(NC(=O)CC(C)(C)CC(=O)O)c2c(F)cccc21	101.0	-0.3
COc1cc2nc(NC(=O)c3ccc(S(=O)(=O)N4CCOCC4)cc3)sc2cc1OC	99.0	-1.9
COc1cccc(C(=O)COc2cccc(NC(=O)c3ccco3)c2)c1	100.0	-0.3
CN1CCCN(Cc2cc(Br)cs2)CC1	99.0	0.1
CC(C)(O)/C(=C\C#N)n1c(=O)oc2ccccc21	101.0	0.1
O=C1C(=C2SCCS2)CC/C1=C\c1ccccc1	100.0	-0.2
CCCCCCc1c(C)c2ccc(OC(C)C(=O)O)c(C)c2oc1=O (stereo unspecified)	104.0	0.4

Next part
SMILES	Polio RdRp inh	Polio RdRp inh FP z-score
Nc1ccc(C(=O)N2CCCC2)cc1	101.0	-0.1
COCCNC(=O)c1cc2sc3ccccc3c2s1	101.0	0.3
COc1cc(OC)c(C(=O)OCC#N)cc1OC	102.0	-0.5
Cc1cc(C)cc(NC(=O)Cn2cnc3c2c(=O)n(C)c(=O)n3C)c1	103.0	0.2
CCc1ccc2[nH]c(=O)c(C(c3nnnn3C3CCCC3)N(C)Cc3ccccc3)cc2c1 (stereo unspecified)	101.0	-0.3
CCN(CC)C(=O)c1ccccc1-c1ccccc1C(=O)O	97.0	-1
COc1ccc(-c2noc(-c3ccc(N4CCCC4)c([N+](=O)[O-])c3)n2)cc1OC	114.0	1.4
Cc1ccc2nc(-c3ccc(NC(=O)c4ccncc4)cc3)sc2c1	105.0	0.5

(further entries)
SMILES	Polio RdRp inh	Polio RdRp inh FP z-score
Cc1cc(C)c(NC(=O)Cn2c(=O)n(Cc3ccccc3)c(=O)c3c(C)c(C(=O)N(C)C)sc32)c(C)c1	109.0	0.7
O=S(=O)(NCCCO)c1ccc2c(c1)Cc1cc(S(=O)(=O)NCCCO)ccc1-2	98.0	-0.6
Cc1ccc(C(=O)Nc2ccccc2C(=O)O)cc1S(=O)(=O)N1CCCCCC1	103.0	0.1
CCc1ccc(CNC(=O)c2cnc3sc(N(CC)CC)nn3c2=O)cc1	99.0	-0.6
O=C(CC(c1ccccc1)c1cc(Br)ccc1O)NCCCN1CCOCC1 (stereo unspecified)	101.0	-0.1
CCC(CC)C(=O)Nc1nc2c(s1)CC(C)CC2 (stereo unspecified)	109.0	0.2
CCOC(=O)C1=C(C)N(c2ccccc2)C(=O)C1CC(=O)O (stereo unspecified)	102.0	0.6
CCCS(=O)(=O)N1CCC(n2c(C(F)(F)F)nc3cccnc32)CC1	103.0	-0.8

Continued:
SMILES	Polio RdRp inh	Polio RdRp inh FP z-score
CN1CC(C(=O)N2CCN(c3ccccc3F)CC2)c2ccccc2C1=O (stereo unspecified)	100.0	-0.5
Cc1ccc2cc3c(nc2c1)N(c1ccccc1)CC3	104.0	0.4
O=C(O)CCCNc1nc(-c2ccccc2)cs1	99.0	-0.7
CSc1cccc(Nc2cc(C(=O)NCCCN(C)c3ccccc3)c3ccccc3n2)c1	107.0	0.2
CCCCC[C@@H](/C=C/C=C\C/C=C\C/C=C\CCCC(=O)O)OO	100.0&100.0	-0.5&0.1
N#C/C(N)=C(\C#N)N=Cc1ccc(C#N)cc1	121.0	2.9
CC(C)(C)S(=O)(=O)c1cccs1	106.0	0.3
CN(Cc1ccccc1)C(=O)Cn1cnc2onc(-c3ccc(Cl)cc3)c2c1=O	102.0	0.7

Single records, from the list above:
Record of `O/N=C1\COc2ccccc2O1` = Polio RdRp inh = 103.0; Polio RdRp inh FP z-score = 0.3
Record of `NNC(=O)c1ccc(/C=N\O)nc1` = Polio RdRp inh = 102.0; Polio RdRp inh FP z-score = 0

The results go on.
SMILES	Polio RdRp inh	Polio RdRp inh FP z-score
CC(C)NC(=S)Nc1ccc2nc3n(c(=O)c2c1)CCCCC3	101.0	-0.1
CCOC(=O)c1cc(-c2ccc(F)cc2)n(CCC(=O)Nc2nc3cc(C)c(C)cc3s2)c1C	108.0	0.6
Cc1cccc(NC(=O)Cn2cnc(S(=O)(=O)N3CCCC3)c2)c1C	102.0	-0.9
CCN(CC)C(=O)c1cc(C)no1	104.0	0.8
CCOC(=O)c1c(C)sc(-c2c(-c3cc(C)ccc3C)[nH]c3c2c(=O)n(C)c(=O)n3C)c1O	153.0	3.5
CCCCCSc1nc2sc3c(c2c(=O)n1-c1ccccc1)CCN(C(C)=O)C3	108.0	0.5
COc1ccc(CN2C(=O)N(c3ccc(F)cc3)C(=O)C2CC(=O)Nc2cc(OC)cc(OC)c2)cc1 (stereo unspecified)	104.0	-0.8
O=C(Cc1ccccc1)Nc1nonc1NC(=O)c1ccccc1	97.0	-0.9

Next structures follow.
SMILES	Polio RdRp inh	Polio RdRp inh FP z-score
CCOC(=O)c1ccc(NC(=O)CC2C(=O)OCCN2CC)cc1 (stereo unspecified)	104.0	-0.3
CC(=O)Nc1ccc(S(=O)(=O)NCC2CCC(C(=O)NCCCOC(C)C)CC2)cc1 (stereo unspecified)	110.0	0.8
Clc1ccc(-c2noc3ncnc(NCc4ccccc4)c23)cc1	103.0	0.1
CCc1ccc(CNC(=O)C2CCN(c3nn4cc(-c5ccc(F)cc5)nc4s3)CC2)cc1	109.0	0.4
CCOC(=O)C(C)(C)Sc1nc(-c2ccc(F)cc2)nc2c1c(=O)n(C)c(=O)n2C	103.0	0.4
CCOC(=O)c1nnn(-c2nn3nnnc3c3ccccc23)c1C	100.0	-0.4
CC12OC(=N)C(C#N)(C1c1ccccc1)C(C#N)(C#N)C(c1ccccc1)O2 (stereo unspecified)	98.0	-1.1
COc1cccc2cc(S(=O)(=O)c3ccc(Cl)cc3)c(=O)oc12	101.0	-0.6

More records follow:
SMILES	Polio RdRp inh	Polio RdRp inh FP z-score
Cc1cccc(Nc2nc(-c3ccccc3)nc3ccccc23)c1	103.0	0.1
O=C(CSc1nnc(Cc2csc(Nc3cccc(Cl)c3)n2)o1)c1ccc2c(c1)OCCO2	104.0	0.8
C[C@@H]1O[C@@H](O[C@H]2CC[C@]3(C=O)C4CC[C@]5(C)[C@@H](C6=CC(=O)OC6)CC[C@]5(O)C4CC[C@]3(O)C2)[C@H](O)[C@H](O)[C@H]1O (stereo partly specified)	102.0	0.3
Cc1ccc(CCNC(=O)c2cc(-c3ccccc3)n[nH]2)cc1	116.0	1.6
COc1ccc(Cl)cc1NC(=O)CSc1cn(CC(=O)N2CCCCC2)c2ccccc12	119.0	0.4
OCc1cc(Cl)c2c(c1)OCO2	105.0	-0.1
CC(=O)c1cccc(NC(=O)c2cnn(-c3cccc(C)c3)c2-n2cccc2)c1	111.0	1
CCN(CC)S(=O)(=O)c1ccc(/C=C/C(=O)N2CC(C)OC(C)C2)cc1 (stereo unspecified)	100.0	-0.1
O=C(CSC1=NC2(CCCC2)N=C1c1ccccc1)Nc1ccccc1	101.0	0
S=c1[nH]c(-c2ccccc2)cs1	97.0	-0.4
COC(=O)c1ccc(NC(=O)NC(=O)C(F)(F)F)cc1	103.0	0.3
